# yeast mec2-1 – NCI yeast anticancer drug screen, S. cerevisiae mec2-1 strain; % growth inhibition at 50 µM; 79,000 compounds, 9% hits; AID 157;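 also: 0% = growth of vehicle-only cultures of the same strain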
#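 Yeast mec2-1 mutant treated with compound. Readout: growth inhibition vs vehicle controls.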
# yeast bub3 – NCI yeast anticancer drug screen, S. cerevisiae bub3 mutant strain; % growth inhibition at 50 µM; AID 167; 78,000 compounds, 9.9% hits;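 also: 0% = growth of vehicle-only cultures of the same strain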
#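 Screening used yeast with an engineered genetic alteration affecting cell cycle control. Compound-exposed cultures were compared with vehicle cultures, and reduced growth was taken as inhibition.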
# yeast mlh1 rad18 – NCI yeast anticancer drug screen, S. cerevisiae mlh1 rad18 strain; AID 175; growth inhibition, % at 50 µM; 79,000 compounds, 11% hits;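 also: 0% = growth of vehicle-only cultures of the same strain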
#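 In this whole-cell yeast screen, a strain with altered DNA damage repair is challenged with compound, and its growth is measured against matched vehicle-treated controls.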
# yeast cln2 rad14 – NCI yeast anticancer drug screen, S. cerevisiae cln2 rad14 strain; 78,000 compounds, 8.3% hits; % growth inhibition at 50 µM;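 also: 0% = growth of vehicle-only cultures of the same strain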
#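 Each compound was tested on cln2 rad14 yeast. Inhibition of growth was calculated against vehicle-exposed controls.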
# yeast sgs1 mgt1 – NCI yeast anticancer drug screen, S. cerevisiae sgs1 mgt1 strain. % growth inhibition at 50 µM. 78,000 compounds, 10% hits. AID 161;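 also: 0% = growth of vehicle-only cultures of the same strain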
#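 Percent growth inhibition was derived by comparing compound-exposed mutant yeast with vehicle-exposed cultures. The strain carries alterations in DNA damage repair.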
# rad50 – NCI yeast anticancer drug screen, S. cerevisiae rad50 strain | % growth inhibition at 50 µM | 79,000 compounds, 10% hits | AID 155;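 also: 0% = growth of vehicle-only cultures of the same strain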
#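 A DNA repair-deficient yeast mutant serves as the test organism; compound-induced growth inhibition is calculated against vehicle-treated cells.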
# Active calls of the source: *; x = no result given; & = joins results of further samples. Rule as the data show it: active = growth inhibition above about 70%; inactive = the rest. Hits appear at their usual frequency; any-hit rate near 14%.
canonical_smiles	yeast mec2-1	yeast bub3	yeast mlh1 rad18	yeast cln2 rad14	yeast sgs1 mgt1	rad50
Cc1c(Cl)c(Cl)nn1C(C)C(=O)N(C)C (centres undefined)	-4	-6	-8	-33	-2	13
COc1ccc([N+](=O)[O-])c2c1CONC2c1c(CO)cnc(C)c1O (centres undefined)	-12	5	-3	-22	27	35
CN1CCCC(C(=O)O)(c2ccccc2)CC1 (centres undefined)	-6	-15	-24	-35	-19	-17
COc1ccc2c(N=[N+]=[N-])ccnc2c1	2	8	16	-53	-5	-28
C=C(Cl)COC(=O)C(C)OC(=O)/C=C(\Cl)C(=O)OC(C)C(=O)OCC(=C)Cl (centres undefined)	-5	0	-10	-3	-15	0
O=C1C=CC(=O)C1N=Nc1ccccc1	19	-3	28	18	17	44
COc1cc(C(=O)CC(=O)Cc2ccc3ccccc3n2)cc(OC)c1OC	1	2	38	-16	1	3
N#CC(c1ccccc1)C(C#N)c1ccccc1 (centres undefined)	-5	-2	12	4	-11	2
CCCC#CCN(CCCC)CCCC	0	58	-20	-8	-4	-9
O=C(O)c1cc(-c2ccccc2)nc2cc(Cl)ccc12	13	24	26	-9	19	30
C[C@H](CCC(=O)O)[C@H]1CC[C@H]2[C@@H]3[C@H](O)C[C@@H]4C[C@H](O)CC[C@]4(C)[C@H]3C[C@H](O)[C@]12C	-41	-1	14	-61	-22	4
COC(=O)C1(Cc2ccc3c(c2)CCC3)Cc2ccc3c(c2C1=O)CCC3 (centres undefined)	6	-6	-83	-4	-25	34

# Record cards, as listed above. Order of screens: yeast mec2-1 | yeast bub3 | yeast mlh1 rad18 | yeast cln2 rad14 | yeast sgs1 mgt1 | rad50
# Entry for `N#CC(c1ccccc1)C(C#N)c1ccccc1` (centres undefined) : -5 | -2 | 12 | 4 | -11 | 2
# Entry for `O=C(O)c1cc(-c2ccccc2)nc2cc(Cl)ccc12` : 13 | 24 | 26 | -9 | 19 | 30

# Other structures follow.
canonical_smiles	yeast mec2-1	yeast bub3	yeast mlh1 rad18	yeast cln2 rad14	yeast sgs1 mgt1	rad50
Cc1nc(-c2nc(C)c(C(=O)NNC(=O)C[n+]3ccccc3)s2)sc1C(=O)NNC(=O)C[n+]1ccccc1	11	0	14	-21	52	22
Nc1nc(N)c(-c2ccc(Cl)c(Cl)c2)c(COc2cccc3ccccc23)n1	99*	98*	99*	96*	99*	99*
O=c1[nH]c2nc3ccccc3n2c(O)c1-c1ccccc1	-5	-6	-15	14	-3	-20
NC(=O)c1csc(CCCCCCc2nc(C(N)=O)cs2)n1	-16	-21	-21	9	-5	-14
O=C(O)COCC(=O)O	-15	6	5	-53	-11	34
CC(=O)C(=Cc1cn(C)c(=O)n(C)c1=O)C(C)=O	-6	-8	-9	1	-4	2
CNC(Cc1ccccc1)c1ccc(OC)c2ccccc12 (centres undefined)	10	52	22	8	15	18
CC1=C(/C=C/C(C)=C/C=C/C(C)=C/C(=O)O)C(C)(C)CCC1	-12	19	14	18	34	-3
NC(=O)NC12CC3CC(CC(F)(C3)C1)C2	-29	-48	-10	-1	-30	-20
C=C1C(=O)C2CCN1CC2	-16	-18	-21	3	-16	1
Cn1ncc2c(NCc3ccc(Cl)cc3)nc(Cl)nc21	96*	99*	99*	99*	98*	98*
Cc1cc(C)nc(NS(=O)(=O)c2ccc(NC(=O)c3cccc4c(N)c5ccccc5nc34)cc2)n1	7	-17	0	28	15	26
NC(N)=NC1CCCc2ccccc21 (centres undefined)	-6	2	-2	-3	0	-1
COc1cccc(COC(=O)Nc2ccccc2)c1OC	21	43	1	22	30	30
C1=C(c2ccccc2)NC2=N[C@H]3CCCC[C@@H]3N2C1c1ccccc1 (some centres undefined)	10	34	92*	-8	23	19
COc1ccc(C2C(Cl)C(=O)N2n2cnc3ccccc3c2=O)cc1OC (centres undefined)	0	-11	-22	9	0	-21
Cc1ccccc1N(CCC#N)C1=NN(C(=O)CC(=O)Nc2ccc(Cl)cc2)C(c2ccccc2)C1 (centres undefined)	-9	-16	-5	15	0	6
COc1cc(CN(C)N2C(=O)c3cccc4cc([N+](=O)[O-])cc(c34)C2=O)cc(OC)c1OC	6	30	4	-3	2	18
Nc1ccc([N+](=O)[O-])c(F)c1	-7	10	9	-12	-3	-6
CN(N)c1nc2c(N)ncnc2n1C1OC(CO)C(O)C1O (centres undefined)	24	30	48	14	31	26
CCCCCCCCCCCCC/C=C/[C@H]1[C@@H](C(=O)OC)N1S(=O)c1ccc(C)cc1 (some centres undefined)	-28	-10	-43	-13	1	-15
CC(=O)NC1C(O)CC(OCCCSCCN)(C(=O)O)OC1C(O)C(O)CO (centres undefined)	-23	-17	-26	11	-23	-6
Cc1ccc(C(=O)C(O)O)cc1	-7	-3	9	3	1	-9
CC12CCC(=O)C=C1CCC1C2C(O)CC2(C)C1CCC2(O)C(=O)COC(=O)C1C2C=CC(C2)C1C(=O)O (centres undefined)	9	-7	25	12	25	24

# The last two compounds of the section above are carried over, then new ones follow:
canonical_smiles	yeast mec2-1	yeast bub3	yeast mlh1 rad18	yeast cln2 rad14	yeast sgs1 mgt1	rad50
Cc1ccc(C(=O)C(O)O)cc1	-7	-3	9	3	1	-9
CC12CCC(=O)C=C1CCC1C2C(O)CC2(C)C1CCC2(O)C(=O)COC(=O)C1C2C=CC(C2)C1C(=O)O (centres undefined)	9	-7	25	12	25	24
CN(C)c1ccccc1CCCCCCc1ccccc1N(C)C	75*	81*	76*	85*	88*	84*
O=C(Nc1cc(C(F)(F)F)ccc1Cl)N(Cc1ccccc1)c1ccccc1	-16	-8	-9	-74	-1	-10
O=C(OCc1ccccc1CN1CCCC1)c1cccc(Cl)c1	-4	8	3	-7	-8	3
Cc1nc2ccc(N=Nc3c(O)ccc4ccccc34)cc2[nH]1	77*	86*	82*	72*	92*	85*
CCOC(CNCCC(=O)OC)OCC	-59	-5	-29	-8	-23	-32
CCOC(=O)CCC1(C)Sc2ccccc2N1C (centres undefined)	-11	8	5	6	32	6
CC(CCC(=O)c1ccccc1)C1CCC2C3CCC(CCO)CC3CC(O)C12C (centres undefined)	12	-3	-32	34	-4	-12
CCCc1ccc(OC2OC(COC(C)=O)C(OC(C)=O)C(OC(C)=O)C2OC(C)=O)cc1 (centres undefined)	2&-10	5&-37	4&-8	4&-5	10&-14	-13&-7
O=C(/C(=C(/[O-])C(F)(F)F)[n+]1ccc2ccccc2c1)C(F)(F)F	-2	-29	0	-40	-5	-16
NC(=O)c1c(F)c(F)c(F)c(F)c1F	-23	19	11	10	22	2
CC(C)OC(=O)c1ccc(CCC2=CC(=O)C=CC2=O)cc1	77*	87*	79*	62	87*	81*
CC(=O)CCC(CC(=O)O)C(C)C (centres undefined)	0	5	24	-9	15	12
COCC(N=CN1CCCc2ccccc2[C@@H]1CCCCl)C(C)(C)C (some centres undefined)	10	20	13	20	26	-7
[Mn+2].[NH-]C(Cc1ccc(O)cc1)C(=O)O.[NH-]C(Cc1ccc(O)cc1)C(=O)O (centres undefined)	15	1	-13	-19	-10	0
O=C1NC(=O)C2=C1CCC2O (centres undefined)	-1	6	7	-1	-5	3
CC(C)(c1ccc([N+](=O)[O-])cc1)c1ccc(N)c([N+](=O)[O-])c1	-10	-9	-13	0	-11	1
Cc1cc(Cl)c(Cl)cc1NC(=O)c1c(Br)c(Br)c(Br)c(Br)c1C(=O)O	11	-3	28	-16	8	1
Nc1nnc(-c2ccccc2S)o1	-5	-18	-2	1	1	5
OCC1OC(OC2C(O)C(CO)OC2(CO)OC2OC(CO)C(O)C(O)C2O)C(O)C(O)C1O (centres undefined)	-8	-14	-15	-3	-32	-18
CCN(CC)c1ccc(/C=C2/C[N+](C)(C)C/C(=C/c3ccc(N(CC)CC)cc3)C2=O)cc1	78*	82*	82*	76*	79*	80*
CCOc1ccc(/C=N/NS(=O)(=O)c2ccc(C)cc2)cc1	-35	x	-8	x	x	-4
CCC(CC)OC(=O)c1ccccc1C	2	0	-4	-41	-6	-3
CC(C)CCCCCOC(=O)Nc1cccc2ccccc12	-7	-4	-7	-17	-9	7
CC(=O)Oc1c2ccccc2c(C)c2c1ccc1ccccc12	95*	97*	92*	94*	96*	96*
CCOC1(OCC)C(=O)N(c2ccc(Cl)c(Cl)c2)C(=O)N1c1ccc(Cl)c(Cl)c1	1	-4	0	8	-6	39
Cc1c2ccncc2c(C)c2c1sc1ccccc12	90*	85*	83*	89*	89*	89*
O=[N+]([O-])c1ccc(NN=C(c2ccccc2)c2ccccc2)c([N+](=O)[O-])c1	-14&-20	-13&-8	-4&-11	-28&1	-10&10	-5&-36
CCCCCCCCCC(=O)N/N=C/c1ccncc1	23	26	98*	9	99*	97*
N#CC(=S)Nc1cccc(Cl)c1	57	51	88*	18	67	47
COc1ccc2c(c1)c1ccc3c(c1n2C)C(=O)C=CC3=O	-2	5	16	11	43	8
S=C1CC(c2ccccc2)Sc2ccc(Cl)cc2N1 (centres undefined)	-4	17	-25	-9	17	-14
CC(=O)OC1CC(C)(C)CC(OC(C)=O)C1(C)C (centres undefined)	9	9	4	-13	-7	-2
COc1ccc(C(NC(=O)C[C@@H](C(=O)N(C)C(C)C(=O)O)N(C)C(=O)[C@@H]2CCCN2C(=O)[C@H](C(C)C)N(C)C(=O)C(C(C)C)N(C)C(=O)[C@H](Cc2ccccc2)N(C)C(=O)C(NC(=O)OC(C)(C)C)C(C)C)c2ccc(OC)cc2)cc1 (some centres undefined)	-24	-6	-31	-7	-21	-30
COc1ccc2c(=O)c(S)coc2c1	36	-1	41	9	22	36
CC(C)O/N=C(/N)N=C(N)N	-12	-13	-12	-37	-2	-15
COc1ccc(-c2oc(=O)cc(-c3ccccc3)c2-c2ccccc2)cc1	-12	-4	15	4	16	23

# Quoted from the listing.
# Result of `S=C1CC(c2ccccc2)Sc2ccc(Cl)cc2N1` (centres undefined) in yeast bub3: 17
# Result of `CCCCCCCCCC(=O)N/N=C/c1ccncc1` in yeast sgs1 mgt1: 99*

# Next compounds follow.
canonical_smiles	yeast mec2-1	yeast bub3	yeast mlh1 rad18	yeast cln2 rad14	yeast sgs1 mgt1	rad50
O=C(Nc1ccc(Br)cc1)OCCCl	0	-14	-4	-5	24	10
O=C1C2C3C=CC(C3)C2C(=O)N1c1ccc2nc(SC3C=CCCC3)sc2c1 (centres undefined)	0	0	7	16	-10	11
CC1(C)CC2=C(Sc3ccccc3N2)C(=O)C1C(=O)C(=O)Nc1cc(Cl)ccc1Cl (centres undefined)	-7	0	-10	-28	-7	-1
COC(=O)[C@@]1(C(C)CC(=O)O)CCCCC1=O (some centres undefined)	-16	-21	-13	-7	-38	-12
CCOc1cc(/C=N/NC(=O)N(c2ccccc2)c2ccccc2)ccc1O	-9	25	7	13	26	4
COc1cc2c(cc1O)C(=O)CCC2	-10	1	8	-5	-5	7
Cc1ccnc(=O)[nH]1	0	2	30	8	12	-2
Cc1ccc(C(=O)C(C#N)=Nc2ccc(N(C)C)cc2)cc1	-7	6	-1	-1	-2	-4
Oc1ccc(O)c(-n2cccn2)c1-n1cccn1	-5	0	-3	6	-2	-1
CCN(CC)c1ccc(Br)cc1	4	14	34	-2	5	33
ClC1(Cl)C2CCOC21n1cnc2ccccc21 (centres undefined)	-5	8	-11	5	-8	12
Cc1cc([N+](=O)[O-])c(Nc2cccc(O)c2)c([N+](=O)[O-])c1	49	21	38	-10	41	19
CC(O)(c1ccccc1)c1nccc2ccccc12 (centres undefined)	-5	-23	0	-35	-14	-27
CCCCN1C(=O)C2CC=CCC2C1=O (centres undefined)	4	0	10	2	-5	7
O=C(O)C1=NN(c2cccc([N+](=O)[O-])c2)C(=O)C1	-2	-14	-16	6	-3	12
CC(C)=C/C(CC(O)(C(F)(F)F)C(F)(F)F)=N\O	4	-16	-13	18	-6	-17
C[S+](C)C	-2&-7	-7&4	12&-18	-10&9	-2&-3	0&-6
CCC(CC)C(=O)OCCCc1ccccc1	0	12	4	-7	10	4
c1ccc2cc(C3OCC4(CCC4)CO3)ccc2c1	-1	25	-7	-27	3	12
O=C1OC(=O)C2C3C=CC(C3)C12 (centres undefined)	-5	-1	21	-20	23	17
Nc1nc2c(ncn2C2OC(CO)C(O)C2O)c(=O)[nH]1 (centres undefined)	-42&-9	0&0	-22&-17	-27&-52	-27&-6	11&-10
CC1=CC2CC(C)C1(C)CCc1ccoc12 (centres undefined)	-12	10	5	7	-3	3
N=C(N)SCCc1ccccn1	-24&-28	-39&-44	-2&-18	-19&-16	-28&-35	-9&-30

# Reformatted as labelled records: part of the list above.
CC(C)=C/C(CC(O)(C(F)(F)F)C(F)(F)F)=N\O
  yeast mec2-1: 4; yeast bub3: -16; yeast mlh1 rad18: -13; yeast cln2 rad14: 18; yeast sgs1 mgt1: -6; rad50: -17

C[S+](C)C
  yeast mec2-1: -2&-7; yeast bub3: -7&4; yeast mlh1 rad18: 12&-18; yeast cln2 rad14: -10&9; yeast sgs1 mgt1: -2&-3; rad50: 0&-6

# Assay outcomes deposited in PubChem by NCI.
